# USP2a block: USP2a (human) protease inhibition; 330,000 tested, 0.01% active; O75604; USP2 core, Ub-CHOP2 coupled fluorogenic reporter, 485/531; Potency, µM (highest dose often 38.3 µM), for the others: at the highest dose activity change, negative = inhibition, hits mostly inhibitors;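 note: potency is the fitted concentration of half-maximal effect; plate controls were DMSO wells for no effect and full inhibition by NEM control for full effect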
#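 Deubiquitinase activity read as fluorescence (485/531 nm) after Ub-CHOP2 cleavage activates the enterokinase reporter on its substrate; USP2 core 10nM, Ub-CHOP2 and substrate 25nM each, 30min compound preincubation then 60min RT; data normalized to NEM, curves fitted.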
# PKM2 activator: increases activity of human pyruvate kinase M2; P14618; purified PKM2, Kinase-Glo ATP luminescence, activation; response scale: 0% is enzyme alone, no compound; Potency, µM (top dose mostly 57.5 µM), for inactives: at the highest dose activation, actives largely listed as activators; 260,000 tested, 0.34% active; AID 1631; note: potency is the fitted concentration of half-maximal effect; % is set by controls: 0 for no effect and ±100 for the full control effect; nearly all actives have a fitted effect of over 55% in size
# Target sequence (P14618 whole entry, looked up): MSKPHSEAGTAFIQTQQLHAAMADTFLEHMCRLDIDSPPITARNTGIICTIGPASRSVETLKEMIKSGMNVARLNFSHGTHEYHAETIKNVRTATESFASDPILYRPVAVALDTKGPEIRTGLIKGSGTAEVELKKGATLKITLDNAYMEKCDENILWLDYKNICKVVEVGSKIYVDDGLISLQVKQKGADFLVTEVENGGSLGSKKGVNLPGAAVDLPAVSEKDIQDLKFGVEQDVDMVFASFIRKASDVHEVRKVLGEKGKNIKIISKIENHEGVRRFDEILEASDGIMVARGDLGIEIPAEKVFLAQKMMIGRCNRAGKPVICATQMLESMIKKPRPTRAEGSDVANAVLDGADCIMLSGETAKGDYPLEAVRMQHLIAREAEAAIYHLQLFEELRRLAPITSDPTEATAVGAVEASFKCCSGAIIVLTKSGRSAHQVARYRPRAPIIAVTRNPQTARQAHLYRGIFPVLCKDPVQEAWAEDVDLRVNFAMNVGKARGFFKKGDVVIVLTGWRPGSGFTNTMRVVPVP
#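 Purified hPK-M2 (>95% pure) converted ADP (0.1 mM final) to ATP with 0.5 mM PEP in 50 mM imidazole pH7.2, KCl, MgCl2, Tween 20, BSA; 1 h at room temperature. ATP detected by Kinase-Glo luminescence.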
# MBNL1-CUG inh: MBNL1-poly(CUG) RNA binding inhibition | Q9NR56 | TR-FRET MBNL1-His/biotin-(CUG)12 binding, 665/545 ratio | Potency, µM (highest dose often 57.5 µM), for the others: at the highest dose activity change, negative = inhibition, most hits filed as inhibitors | 280,000 tested, 0.036% active; active = well fitted inhibition curve with a large enough effect in the signal ratio, with a control signal flat, not every such curve was filed as active; inconclusive = small, poorly fitted or top-dose-only effect, or effect the other way, or a change in a side signal; inactive = no such curve, though single readings can be large or run the other way; the % refers to the signal ratio; note: potency is the fitted concentration of half-maximal effect; % is set by controls: 0 for no effect and ±100 for the full control effect
#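 His-tagged MBNL1 binding to biotinylated (CUG)12 RNA was measured by TR-FRET using terbium anti-His antibody (0.055 ng/ul final) and streptavidin-XL665 (5 nM final). Compounds were titrated 92 nM to 58 uM; 60 min at room temperature.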
# hERG WT inh: blocks the wildtype human KCNH2 potassium channel | U2OS, BacMam KCNH2, thallium flux FluxOr; hits give low values | activity change, % at 1.84 µM | 340,000 tested, 0.37% active;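 active = maximum activity change below -70%; inconclusive = maximum activity change between -70% and -50%; inactive = maximum activity change above -50%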; note: % is set by controls: 0 for no effect and ±100 for the full control effect
#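 U2OS cells transduced with wild-type KCNH2 virus are loaded with FluxOr dye for 45 min, and thallium flux is measured in kinetic reads before and after stimulation buffer. Rate constants are normalized to DMSO controls.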
# Mito fusion act: mitochondrial division inhibition or fusion activation; 320,000 tested, 0.23% active; AID 485298; Potency, µM (series often up to 46.1 µM), inactives show at the highest dose growth rescue (activation), hits mostly activators; S. cerevisiae fusion-defective mutant growth rescue, CellTiterGlo 48 h;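 note: potency is the fitted concentration of half-maximal effect; % of control where 0% means no effect; nearly all actives have a fitted effect of over 45% in size; temperature-sensitive fusion mutants such as fzo1-1 at 37 °C on non-fermentable ethanol glycerol medium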
#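 S. cerevisiae fusion-defective temperature-sensitive mutants (e.g. fzo1-1, mgm1-5) grown 48 h at 37C in YPEG (ethanol/glycerol non-fermentable) medium with 23 nl compound per well; growth rescue read as CellTiterGlo luminescence.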
# ASM inhibitor: blocks human secretory acid sphingomyelinase | placental ASM, HMU-PC fluorogenic substrate, 60 min | Potency, µM (doses to about 57.5 µM), inactives show top-dose activity change, negative = inhibition, hits mostly inhibitors | 340,000 tested, 0.006% active; note: potency is the fitted concentration of half-maximal effect
#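 Fluorescence read-out (Ex 386 nm, Em 447 nm) after stopping the reaction at pH 10. Enzyme: ASM from human placenta; substrate HMU-PC0, 9 uM final; 60 min, 37 °C. Compound preincubation 10 min, ambient temperature.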
# Chronic BCR inh: blocks chronic active B-cell receptor signaling. Potency, µM (highest dose often 46.1 µM), for inactives: at the top dose ratio change, negative = lower green/red ratio, most hits filed as inhibitors. AID 493014. ABC-DLBCL IkBa-CBG/CBR reporter, luminescence ratio, 4 h. 340,000 tested, 0.05% active; active = well fitted inhibition curve with a large enough effect in the signal ratio, with a control signal flat, not every such curve was filed as active; inconclusive = small, poorly fitted or top-dose-only effect, or effect the other way, or a change in a side signal; the % refers to the signal ratio;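 note: potency is the fitted concentration of half-maximal effect; plate controls were basal doxycycline-induced cells for no effect and cells given 10 µM MG132 for full effect; MG132 reads +100%, hits lower the ratio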
#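 Concentration-response series (up to 46 uM) were applied to TMD8 dual-reporter cells for 4 h at 37C with doxycycline. Green/red ratio, after filter-overlap correction, defined %Activity; red signal alone was normalised to basal cells and zero luminescence.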
# TSHR antag: blocks TSH signaling through the human TSH receptor; P16473; activity change, negative = inhibition, % at 11.5 µM; 330,000 tested, 0.2% active; TSHR-expressing cells, TSH-stimulated cAMP HTRF, 2 h; hits give low values;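 active = activity change below a set negative limit, meaning inhibition stronger than a set level, cut at about -70% in these data; inconclusive = activity change between two set negative limits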; note: % is set by controls: 0 for no effect and ±100 for the full control effect
#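 Inhibition of cAMP made by TSHR-expressing cells under TSH stimulation (4nM final, EC80; 2 h, 37 deg C) is quantified with a one-step lysis HTRF kit, anti-cAMP cryptate versus cAMP-d2.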
# Menin MLL FP TR: menin-MLL binding inhibition, Texas Red mutant peptide | O00255 | Potency, µM (top dose mostly 61.6 µM), inactives show at the top dose FP activity change, negative = inhibition, most hits filed as inhibitors | AID 1768 | 270,000 tested, 0.23% active | Menin + Texas Red MLL mutant peptide, fluorescence polarization; active = well fitted inhibition curve with a large enough effect in the polarisation, with a control signal flat, not every such curve was filed as active; inconclusive = small, poorly fitted or top-dose-only effect, or effect the other way, or a change in a side signal; inactive = no such curve, though single readings can be large or run the other way; the % refers to the polarisation; note: potency is the fitted concentration of half-maximal effect; % of control where 0% means no effect; many of its hits are not listed in these tables
# Target sequence (O00255 whole entry, looked up): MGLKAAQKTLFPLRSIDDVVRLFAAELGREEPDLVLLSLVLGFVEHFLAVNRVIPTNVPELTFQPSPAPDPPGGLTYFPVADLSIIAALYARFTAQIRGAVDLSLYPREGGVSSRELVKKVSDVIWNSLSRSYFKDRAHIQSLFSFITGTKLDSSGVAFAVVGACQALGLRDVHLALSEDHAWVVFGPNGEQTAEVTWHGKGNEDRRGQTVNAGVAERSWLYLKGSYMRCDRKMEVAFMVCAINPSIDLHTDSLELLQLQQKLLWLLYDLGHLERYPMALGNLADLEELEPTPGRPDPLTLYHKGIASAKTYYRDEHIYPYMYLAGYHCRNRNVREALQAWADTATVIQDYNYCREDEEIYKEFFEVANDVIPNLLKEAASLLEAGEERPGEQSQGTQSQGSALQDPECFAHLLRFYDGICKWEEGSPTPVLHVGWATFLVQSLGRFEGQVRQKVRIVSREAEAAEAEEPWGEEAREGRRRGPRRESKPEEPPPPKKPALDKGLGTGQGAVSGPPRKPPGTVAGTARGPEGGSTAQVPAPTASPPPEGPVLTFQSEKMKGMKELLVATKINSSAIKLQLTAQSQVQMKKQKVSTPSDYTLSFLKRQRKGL
# GALK inhibitor: galactokinase (human) inhibition | Purified GALK, Kinase-Glo residual ATP luminescence | Potency, µM (doses to about 57.5 µM), for the others: at the highest dose activity change, negative = inhibition, hits mostly inhibitors | 270,000 tested, 0.007% active; note: potency is the fitted concentration of half-maximal effect; % is set by controls: 0 for no effect and ±100 for the full control effect
#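 Kinase-Glo Plus luminescence measured ATP left after a 1 h room-temperature reaction. The reaction used 5 nM GALK, 100 uM galactose and 35 uM ATP at pH 8.0 (20 mM HEPES, 5 mM MgCl2, 60 mM NaCl, 1 mM DTT, 0.01% BSA).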
# Eya2 phos inh: inhibitors of human Eya2 phosphatase activity; O00167; recombinant Eya2, OMFP fluorescence dephosphorylation (OMFP is methylfluorescein phosphate); Potency, µM (series often up to 76.9 µM), for inactives: at the top dose activity, negative = inhibition, hits mostly inhibitors; 330,000 tested, 0.006% active; note: potency is the fitted concentration of half-maximal effect; % is set by controls: 0 for no effect and ±100 for the full control effect
#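 Eya2 protein (added as 0.2 uM solution) was preincubated with compound for 10 min at ambient temperature in 50 mM HEPES pH 7.5, 50 mM NaCl, 5 uM MgCl2, 0.05% BSA, 1 mM DTT. OMFP (added at 50 uM) then reacted 10 min; fluorescence read at 485/525 nm.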
# * hit, by the source's call; ? = inconclusive; . = no result given; [ ] = another dose, or the depositor's remark. Unless noted, calls come from the whole dose curve; as a rule, active = well fitted curve in the direction sought with a large enough effect; inconclusive = small, poorly fitted or top-dose-only effect, or another doubt; inactive = no such curve, though single readings can be large; an effect the other way counts as inactive or inconclusive. These rows are one share of the data, so the mix of outcomes need not match the whole.
structure	Chronic BCR inh	Mito fusion act	MBNL1-CUG inh	Menin MLL FP TR	ASM inhibitor	hERG WT inh	GALK inhibitor	USP2a block	Eya2 phos inh	TSHR antag	PKM2 activator
Cc1ccc(C)c(NS(=O)(=O)c2ccc(-c3ccc(=O)[nH]n3)o2)c1	2%	-6%	?	10%	3%	0	-1%	3%	5%	-12	.
Cc1c(NC(=O)C(CC(=O)O)NCc2ccco2)c(=O)n(-c2ccccc2)n1C (stereo not drawn)	5%	-3%	-10%	-12%	3%	2	0%	2%	2%	13	2%
CS(=O)(=O)N1CCCC(C(=O)Nc2ccccc2F)C1 (stereo not drawn)	-1%	-2%	-2%	2%	2%	-3	-3%	2%	5%	34	-2%
N#Cc1cc(S(=O)(=O)N2CCOCC2)ccc1N1CCOCC1	-9%	3%	2%	.	-2%	7	0%	1%	4%	-4	-9%
C=CCOC(=O)C1=C(C)NC(=O)NC1/C=C/c1ccccc1 (stereo not drawn)	-4%	1%	1%	-1%	4%	-2	7%	-2%	-4%	24	-8%
O=C(O)c1cc(Cl)ccc1OS(=O)(=O)c1ccc(Cl)s1	?	.	.	.	4%	-12	.	-2%	0%	-5	.
CN(c1ccccc1C(=O)O)S(=O)(=O)c1ccc2[nH]c(=O)oc2c1	4%	4%	.	.	.	.	.	-1%	-18%	14	.
NC(=O)[C@H]1CC2(CC(c3cccc(NC(=O)COc4ccc(Cl)cc4)c3)=NO2)CN1C(=O)CC(c1ccccc1)c1ccccc1 (stereo partly drawn)	?	15%	-2%	.	-12%	-2	4%	-2%	1%	2	-3%
O=C(Nc1ccc(F)c(F)c1)c1oc2ccccc2c1NC(=O)C1CCCO1 (stereo not drawn)	19%	-8%	11%	?	-20%	-9	1%	8%	1%	8	8%
CCOC(=O)c1nnn(-c2nonc2N)c1CN1CCc2ccccc2C1	?	10%	5%	3%	-1%	28	0%	-1%	-6%	-15	0%
CC1CCN(C(=O)c2ccc(NS(C)(=O)=O)cc2)CC1	.	6%	7%	2%	2%	4	-1%	.	.	.	1%
N#CCCN1CCNCC1	-10%	-3%	0%	.	1%	11	-2%	1%	24%	1	0%
CCOC(=O)C1(Cc2ccc(OC)cc2)CCN(C(=O)C2=CCCC2)CC1	?	6%	-7%	-25%	-1%	-1	5%	3%	4%	-4	-20%
CC(C)(C)C1CCc2[nH]c3ccccc3c(=O)c2C1 (stereo not drawn)	-1%	-14%	2%	-21%	-3%	-14	0%	1%	11%	-5	0%
O=C(CSc1nc(-c2ccc(F)cc2)nc2c1Cc1ccccc1O2)Nc1ccc(C(=O)O)cc1	4%	-4%	3%	?	2%	-10	-12%	4%	5%	-18	?
CC(C)C(=O)NCC(c1cccs1)S(=O)(=O)c1ccc(F)cc1 (stereo not drawn)	0%	1%	-1%	.	0%	-1	-4%	3%	-1%	0	.
Cc1c(Cl)cccc1NC(=O)Nc1cccnc1	-1%	-2%	-13%	19%	2%	1	-6%	2%	1%	-3	7%
S=C(Nc1ccccc1)N1CCn2c1nc1ccccc12	-9%	2%	-5%	?	-7%	11	-1%	1%	10%	-12	1%
Cc1cc(C(=O)Nc2cccnc2)cs1	-2%	1%	-7%	14%	-1%	6	3%	2%	3%	-10	-5%
O=C(N/N=C\c1ccc(Cl)s1)c1ccc(Cn2cccn2)o1	5%	0%	?	-7%	6%	-4	-1%	1%	5%	2	0%
COC(=O)c1ccccc1S(=O)(=O)N(Cc1ccco1)Cc1cc2cc(OC)ccc2[nH]c1=O	?	-3%	7%	-16%	8%	20	1%	-1%	10%	-9	10%
CCN(CC)CCCNC(=O)CCC(=O)NNc1nc2ccccc2c2nc(C)nn12	?	-34%[inhibitor]	0%	-1%	0%	-26	-4%	15%	7%	8	-8%
C=CCNC(=S)Nc1ccc(Cl)cc1F	2%	-1%	-6%	12%	4%	7	13%	0%	-23%	-4	.
Cc1ccccc1-n1ncc2c1CC(C)(C)CC2NC(=O)CCCN1CCCC1=O (stereo not drawn)	2%	-1%	-2%	.	8%	8	0%	-1%	19%	4	11%
Cc1cccc(NC(=O)CSCc2cc(=O)n3c(C)csc3n2)c1C	-10%	0%	-1%	-7%	2%	-14	8%	1%	-24%	13	-1%[0.46 µM]
O=C1CC(C(=O)Nc2ccccc2)S/C(=N\N=C\c2ccco2)N1 (stereo not drawn)	?	-1%	0%	?	-1%	0	1%	-6%	-19%	0	-9%
NS(=O)(=O)c1ccc(CNC(=O)c2ccc3ccccc3n2)cc1	-2%	-7%	20%	0%	2%	-10	-2%	1%	-9%	1	.
COCCNC(=S)N(CCc1c(C)[nH]c2ccc(C)cc12)Cc1ccco1	?	-2%	-5%	?	-3%	-19	-2%	3%	14%	5	-1%
CC1CCCC(NC(=O)c2ccc3c(=O)n(CC4CCCO4)c(=O)[nH]c3c2)C1C (stereo not drawn)	9%	0%	-10%	-14%	261%[activator]	-6	3%	3%	-17%	-9	0%
COc1ccc(-n2nc(C(=O)NCC(=O)N3CCOCC3)c3ccccc3c2=O)cc1Cl	?	1%	12%	?	-1%	-5	7%	0%	2%	-5	5%
COc1cc(NS(=O)(=O)c2ccc(NC(=O)COc3ccc(C)cc3)cc2)nc(OC)n1	4%	4%	-6%	?	-6%	5	5%	0%	8%	-12	-4%
COC(=O)C1=C(C)NC(=O)CC1c1cccc(OC)c1OC (stereo not drawn)	-1%	-4%	-2%	-9%	5%	0	1%	1%	1%	5	-2%
Cc1ccccc1-c1ccccc1CN1[C@@H](C(C)C)COCCS1(=O)=O	?	.	.	.	-2%	-5	.	2%	-3%	-6	.
CC(C)C(=O)NNc1ccccc1	-2%	0%	-5%	8%	0%	10	3%	3%	5%	-1	-2%
Cc1ccc(C(=O)Cn2nnc3ccccc32)cc1	6%	-1%	-6%	-18%	3%	-23	4%	-1%	-22%	7	-2%
CN(CC(=O)NCc1cccs1)S(=O)(=O)c1cccc2nsnc12	1%	-4%	?	-11%	-2%	-2	2%	4%	-6%	-5	-7%
CN(C)CC(C)(C)CNS(=O)(=O)c1ccc(Cl)s1	-3%	-2%	-5%	11%	1%	4	9%	3%	-16%	1	0%
COc1ccc(CNC(=O)Cn2nc(C(F)(F)F)c3c2CCC3)cc1	-5%	-5%	-2%	6%	-1%	-9	-1%	3%	23%	.	12%
CCSc1ncnc2c(C#N)c3n(c12)CCCCC3	6%	12%	11%	-1%	1%	-5	0%	3%	-7%	-3	-1%
NC(=S)N/N=C1\c2ccccc2-c2c(C(=O)O)cccc21	3%	3%	23%	8%	1%	-14	9%	1%	16%	-12	-2%[11.5 µM]
COc1ccccc1N1CCN(CC(O)COc2ccc3c(c2)CCC3)CC1 (stereo not drawn)	-3%	-2%	-4%	-14%	-2%	20	2%	-2%	0%	12	0%
COc1cc(NC(=O)c2ccc3c(c2)OCO3)ccc1NC(=O)C(C)C	2%	-13%	-4%	2%	-3%	2	5%	1%	3%	-4	2%
O=C1c2ccccc2C(=O)N1CN(C(=O)COc1ccc(Cl)cc1Cl)c1cccc(F)c1	1%	-2%	-10%	4%	-9%	3	-1%	3%	-3%	3	-5%
O=C(NC1CC2CCCC(C1)N2Cc1ccco1)NC12CC3CC(CC(C3)C1)C2 (stereo not drawn)	0%	-1%	3%	-15%	-2%	37	7%	2%	17%	2	-5%
COc1cc(OC)cc(C(=O)NC2CCCN(Cc3ccc(Cl)cc3)C2)c1 (stereo not drawn)	?	-3%	-2%	-13%	-4%	28	2%	-4%	5%	-4	0%
O=C(CN1CCN(c2ncccn2)CC1)N1CCCC1	9%	-6%	1%	6%	0%	-3	-1%	1%	3%	11	4%
Cc1nc2nc(C)c(NS(=O)(=O)c3ccc(Cl)cc3)c(=O)n2[nH]1	-1%	-1%	-2%	-14%	6%	1	-2%	0%	-11%	-11	-7%

# Screening data: PubChem BioAssay, National Center for Advancing Translational Sciences (NCATS)
